TDP1 cell CPT = growth inhibition of DT40 Tdp1-/-;hTDP1 cells with camptothecin (screen for TDP1 inhibitors). Potency, µM (titrated, usually from 46.2 µM), without a hit: at the top dose activity change, negative = growth inhibition, actives largely listed as inhibitors. chicken DT40 Tdp1-/-;hTDP1 cells + 20 nM CPT, ATP luminescence, 48 h. 420,000 tested, 12% active; also: nearly all actives have a fitted effect of over 55% in size
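Cell growth measured by CellTiter-Glo luminescence after a minimum 48 h, 37 C compound exposure with 20 nM CPT in Tdp1-knockout DT40 cells stably expressing hTDP1, seeded 400/well; qHTS titration format.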
KAT2A inh = blocks human GCN5L2 histone acetyltransferase; 390,000 tested, 0.21% active; GCN5L2 HAT assay, ThioGlo1 CoA-SH fluorescence; AID 504327; Q92830; Potency, µM (series often up to 58.9 µM), for the others: at the top dose activity change, negative = inhibition, usual class: inhibitors
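qHTS, 1536-well. 20nM enzyme, pH 7.5 HEPES/EDTA/Tween-20 buffer; 15 min compound preinc., RT. Start: 75uM H3(1-25), 70uM AcCoA, 50uM ThioGlo1. Read Ex340/Em540 at t=0 (autofluorescence flag) and t=20 min.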
FEN1 inhibitor = blocks human flap endonuclease 1; 390,000 tested, 0.35% active; Potency, µM (titrated, usually from 114 µM), for inactives: top-dose activity change, negative = inhibition, hits mostly inhibitors; Recombinant FEN1 flap cleavage, fluorescence, 15 min; AID 588795; P39748; also: nearly all actives have a fitted effect of over 65% in size
Target sequence (P39748 whole entry, looked up): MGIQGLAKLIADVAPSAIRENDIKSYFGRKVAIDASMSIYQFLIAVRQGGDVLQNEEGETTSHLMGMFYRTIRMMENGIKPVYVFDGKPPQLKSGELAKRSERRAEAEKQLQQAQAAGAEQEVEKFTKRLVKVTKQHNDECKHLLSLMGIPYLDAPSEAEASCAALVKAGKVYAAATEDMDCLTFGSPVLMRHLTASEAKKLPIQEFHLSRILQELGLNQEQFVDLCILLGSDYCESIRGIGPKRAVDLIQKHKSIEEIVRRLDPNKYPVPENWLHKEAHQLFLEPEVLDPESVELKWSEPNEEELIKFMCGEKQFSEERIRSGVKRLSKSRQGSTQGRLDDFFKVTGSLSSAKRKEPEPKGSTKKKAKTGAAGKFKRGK
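Nuclease activity of 10 nM FEN1 was measured after 15 min of room-temperature exposure to titrated compounds, by adding 50 nM flap substrate and reading plates at 0 and 15 min.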
An asterisk follows results filed as active; ? = inconclusive; · = not tested or not shown; [ ] = another dose, or the depositor's remark. Calls follow the shape of the dose curve; as a rule, active = well fitted curve in the direction sought with a large enough effect; inconclusive = small, poorly fitted or top-dose-only effect, or another doubt; inactive = no such curve, though single readings can be large; an effect the other way counts as inactive or inconclusive. % is scaled to controls: 0 for no effect and ±100 for the full control effect; potency is read from the fitted curve at half-maximal effect.

Each structure is followed by: TDP1 cell CPT, KAT2A inh, FEN1 inhibitor
- Cc1ccccc1C(=O)N(Cc1cccs1)C1CCS(=O)(=O)C1 (configuration not stated)
→ -3%, 1%, -6%
- O=C(NCc1cccnc1)NC1CCCN1S(=O)(=O)c1ccc(Cl)cc1 (configuration not stated)
→ -14%, 0%, 11%
- O=C(Cc1ccc(S(=O)(=O)N2CCOCC2)s1)Nc1cc(C(F)(F)F)ccc1N1CCCC1
→ ?, -10%, -20%
- COc1ccc(NC(=S)Nc2ccc(F)cc2)c(OC)c1
→ ?, ·, 2%
- CCCCNC(=O)c1onc(CSc2cccc(C)c2)c1C(=O)O
→ -2%, -9%, 2%
- O=C(COC(=O)c1nc(Cl)ccc1Cl)NCc1ccc(Cl)cc1Cl
→ -6%, -2%, -8%
- O=C(O)CCN(Cc1ccccc1)S(=O)(=O)c1ccccc1Cl
→ -2%, -6%, -1%
- CCOc1ccc(-c2c(C(=O)N/N=C/c3cccnc3)nnn2-c2nonc2N)cc1
→ -19%, -6%, -6%
- COCCCn1c(=N)c(C(=O)NCc2ccc3c(c2)OCO3)cc2c(=O)n3cccc(C)c3nc21
→ -4%, ·, 2%
- O=C(CSc1nnc(-c2ccc(O)cc2)n1Cc1ccco1)c1ccccc1
→ -18%, -3%[0.501 µM], -7%
- COC(=O)C1CCN(S(=O)(=O)Cc2ccccc2Cl)CC1
→ -2%, -4%, -13%
- COc1cc2c(NC3CCN(C)CC3)nc(N3CCCN(C)CC3)nc2cc1OCCCCC(N)=O
→ 8%, ·, ?
- O=C(COC(=O)C1COc2ccccc2O1)Nc1ccc(Cl)cc1 (configuration not stated)
→ -8%, -6%, 5%
- O=c1ccc(-c2ccc(S(=O)(=O)Nc3ccc(F)cc3)o2)n[nH]1
→ -15%, -2%, -7%
- COc1ccc(C(=O)N/C(=C\c2cn(C)c3ccccc23)C(=O)NCCCn2ccnc2)cc1
→ -23%, -24%, -2%
- O=C(N/C(=C\c1ccc2c(c1)OCO2)C(=O)N1CCOCC1)c1cccs1
→ 11%, -12%, -4%
- CCN(CC)CCCOC(=O)C1(c2ccccc2)CCCC1
→ 29%, -2%, 4%
- c1ccc(CCNCc2ccco2)nc1
→ 0%, ·, 7%
- CCOC(=O)c1sc(NC(=O)CSc2nnc(C)s2)c(C(=O)OCC)c1C
→ ?, -2%, -15%
- COc1ccccc1NC(=O)c1cnc(SC)nc1
→ 12%, -14%, 4%

Record cards, as listed above.
`O=C(N/C(=C\c1ccc2c(c1)OCO2)C(=O)N1CCOCC1)c1cccs1` reads TDP1 cell CPT: 11%; KAT2A inh: -12%; FEN1 inhibitor: -4%
`COc1ccccc1NC(=O)c1cnc(SC)nc1` reads TDP1 cell CPT: 12%; KAT2A inh: -14%; FEN1 inhibitor: 4%
`O=C(Cc1ccc(S(=O)(=O)N2CCOCC2)s1)Nc1cc(C(F)(F)F)ccc1N1CCCC1` reads TDP1 cell CPT: ?; KAT2A inh: -10%; FEN1 inhibitor: -20%

Next section:
Each structure is followed by: TDP1 cell CPT, KAT2A inh, FEN1 inhibitor
- CCN(CC)C(=O)Cn1cc(C(=O)C(=O)NCc2cccs2)c2ccccc21
→ -27%, -10%, 7%
- COc1ccc(OCC(O)CNC(=O)Nc2ccc(Cl)cc2)cc1 (configuration not stated)
→ -5%, -2%, -3%
- CCCCCCCNC(=O)C1(CC2CC(c3ccc(Cl)cc3)=NO2)CCN(C(=O)C2CCCC2)CC1 (configuration not stated)
→ ?, -3%, -3%
- O=C(Nn1cnc2ccccc2c1=O)C1CCCCC1
→ -4%, -4%, -2%
- O=C(CCNS(=O)(=O)c1cccc2nsnc12)NCc1ccc(F)cc1
→ 36%[activator], -4%, 8%
- CCN(CC)CCn1c(=N)n(CC(O)c2ccc(OC)c(OC)c2)c2ccccc21 (configuration not stated)
→ -22%, -8%, 19%
- O=C(CSc1nc2ccccc2nc1Cc1ccccc1)N1CCc2ccccc21
→ -17%, -14%, -2%
- COc1ccc(C)cc1NC(=O)n1ncc2cc(Cl)ccc21
→ -11%, -2%, 12%
- c1ccc(CCn2nnnc2C(c2cccnc2)N2CCN(c3ccccc3)CC2)cc1 (configuration not stated)
→ 13µM*, -2%, -1%
- CC(=O)c1ccc(OCCCC(=O)Nc2cc(S(=O)(=O)N3CCCCC3)ccc2C)cc1
→ ?, -19%, 12%
- CCOC(=O)C1CCCN(C(=O)c2c(-c3ccccc3Cl)noc2C)C1 (configuration not stated)
→ 1%, 2%, 5%
- COc1ccc2nc(NC(=O)CSc3nnc4n3C(C)(C)Cc3ccccc3-4)sc2c1
→ -8%, -3%, 5%
- CC1CCN(C(=O)c2ccc(NS(=O)(=O)c3cccc4cccnc34)cc2)CC1
→ ?, -30%, -7%
- Cc1c(O)nc2ccccn2c1=O
→ -27%, -9%, 3%
- CCCc1cc(=O)oc2cc(OCC(=O)NCCCn3ccnc3)ccc12
→ -12%, -4%, -2%
- COc1ccc(S(=O)(=O)NC(C)C(=O)Nc2ccc3c(c2)OCCO3)cc1OC (configuration not stated)
→ -2%, -5%, -4%
- N#CC1=C(N)Oc2c(oc(CO)cc2=O)C1c1ccccc1[N+](=O)[O-] (configuration not stated)
→ 21%, -10%, -8%
- O=C(Nc1ccccc1N1CCN(C(=O)c2ccccc2)CC1)c1cc(Br)ccc1Cl
→ 18µM*, -1%, -10%
- O=C(O)C(Cc1c[nH]c2ccccc12)N1Cc2ccccc2C1=O (configuration not stated)
→ 2%, 1%, 9%
- COc1cccc(C(=O)NCCSCc2c(F)cccc2Cl)c1
→ 2%, -7%, 0%
- CC(NC(=O)C[n+]1cccc(Br)c1)c1ccccc1 (configuration not stated)
→ 0%, -5%, -4%
- C/C(=N/N1CCN(c2ccccc2)CC1)c1cccc([N+](=O)[O-])c1
→ -11%, -11%, 3%
- O=C(O)CSCC(=O)Nc1ccc(Br)c(C(F)(F)F)c1
→ -2%, -1%, 5%
- COC(=O)C1CSC2c3ccccc3C(=O)N12 (configuration not stated)
→ 18µM*, ·, 2%
- O=[N+]([O-])c1ccccc1S(=O)(=O)NCc1ccco1
→ 23%, 15%, -1%
- CC(C)(C)c1ccc(S(=O)(=O)O/N=C2/CCCCC2c2ccc([N+](=O)[O-])cc2[N+](=O)[O-])cc1 (configuration not stated)
→ -8%, 0%, -1%
- O=C(Nc1ccc(Br)cc1Cl)N1CCOCC1
→ 5%, -1%, -7%
- O=C(NCCNC(=O)Nc1ccc(Cl)cc1)Nc1ccc(Cl)cc1
→ 4%, ·, 0%
- O=C(O)CC(CC(=O)Nc1ccc(Oc2ccccc2)cc1)c1ccccc1 (configuration not stated)
→ 5%, -1%, 2%
- CCC1CCCCN1CCCNC(=O)c1ccc(CS(=O)(=O)c2ccccc2C)o1 (configuration not stated)
→ -13%, -4%, -7%
- CCCOC(=O)c1ccc(N2C(=O)c3ccccc3C2=O)cc1
→ -4%, -4%, 9%
- CCOC(=O)c1sc2nc(N3CCCC3)c3c(c2c1N)CC(C)(C)OC3
→ -21%, -11%, -2%
- Cc1[nH]c2ccc(Br)cc2c(=O)c1CN1CCOCC1
→ 1%, 4%, 0%
- O=c1[nH]c(=O)n(CCO)c2nnn(Cc3ccccc3)c12
→ -2%, 1%, -1%
- COc1ccc2occ(C(=O)c3ccccc3)c2c1
→ -12%, 3%, 8%
- O=C(NCC(c1cccnc1)N1CCN(Cc2ccccc2)CC1)C(=O)Nc1cccc(Cl)c1 (configuration not stated)
→ 15µM*, 0%, 2%
- OCCC1CN(Cc2cccc(C(F)(F)F)c2)CCN1Cc1ccccc1 (configuration not stated)
→ ?, -8%, 0%
- CCOC(=O)C1=C(CSc2nncn2C)NC(=O)NC1c1cc(OCC)ccc1OCC (configuration not stated)
→ -1%, ·, 1%
- Cc1oc2cc(O)ccc2c(=O)c1N1C(=O)c2ccccc2C1=O
→ 2%, -2%, -2%
- O=S1(=O)c2cccc3cccc(c23)N1CCBr
→ 4%, -3%, -8%

Grouped by structure, the compounds so far containing a CF3 group.
Each structure is followed by: TDP1 cell CPT, KAT2A inh, FEN1 inhibitor
- O=C(Cc1ccc(S(=O)(=O)N2CCOCC2)s1)Nc1cc(C(F)(F)F)ccc1N1CCCC1
→ ?, -10%, -20%
- O=C(O)CSCC(=O)Nc1ccc(Br)c(C(F)(F)F)c1
→ -2%, -1%, 5%
- OCCC1CN(Cc2cccc(C(F)(F)F)c2)CCN1Cc1ccccc1 (configuration not stated)
→ ?, -8%, 0%

The results go on.
Each structure is followed by: TDP1 cell CPT, KAT2A inh, FEN1 inhibitor
- O=C(CCC(=O)Nc1ccc(Br)cc1)N/N=C/c1ccccc1F
→ 6%, 0%, 4%
- COc1ccc(-c2nc3cnc(N4CCN(C)CC4)nc3n(CCc3ccccc3)c2=O)cc1
→ 1%, -9%, ·
- O=c1c(Cl)c(N/N=C/c2ccc(Cl)cc2)cnn1-c1ccccc1
→ ?, -1%, ?
- Cc1cnc(CNc2cc(-c3cccc(NS(C)(=O)=O)c3)ncn2)cn1
→ -1%, -12%, ·
- N#Cc1ccc(S(=O)(=O)N2CCN(C(=O)[C@@H]3CCCN3C(=O)c3cccs3)CC2)cc1
→ -14%, 0%, 1%
- COc1ccc(-c2nnc(SCc3ccccc3)n2N)cc1
→ -9%, -2%, -2%
- CC1CN(C(=O)c2ccccc2OCc2ccccc2Cl)CC(C)O1 (configuration not stated)
→ ?, 1%, -10%
- CCCCn1c(N)c(N(CCOC)C(=O)c2cc(S(=O)(=O)N3CCOCC3)ccc2Cl)c(=O)[nH]c1=O
→ 4%, ·, -3%
- CCCNS(=O)(=O)c1ccc(NC(=O)c2cccnc2)cc1
→ ?, -3%, -1%
- O=C(CN1C(=O)CSc2ncccc21)Nc1ccccc1F
→ 2%, -3%, -11%
- CCCCC(=O)Nc1ccc(NC(=O)c2cnccn2)cn1
→ -5%, 0%, -8%
- CNC(=O)/C(C#N)=C/c1c(N2CCN(C)CC2)nc2c(C)cccn2c1=O
→ -1%, 2%, -14%
- CCOC(=O)[C@@H]1[C@H]2COc3ccccc3[C@H]2N2C(=O)N(c3ccc(Cl)cc3)C(=O)[C@@]12C
→ ?, -31%, -30%
- O=C(CN1C(=O)CSC1=O)c1ccccc1
→ 13%, -13%, 2%
- CCc1nnc(NC(=O)CN2CCN(c3cccc(OC)c3)CC2)s1
→ -13%, 2%, -4%
- Cn1c2c(c(=O)n(C)c1=O)C(NC(=O)c1cccs1)(C(F)(F)F)C(=O)N2 (configuration not stated)
→ 3%, -6%, -3%
- COc1cc(NS(=O)(=O)c2ccc(-c3ccc(=O)[nH]n3)o2)cc(OC)c1OC
→ -1%, -2%, -5%
- CC(C)(Oc1ccc(Cl)cc1)C(=O)Nc1ccc(S(=O)(=O)Nc2ncccn2)cc1
→ 0%, -6%, -1%
- Cc1ccc2nc(-c3ccc(C)o3)c(Nc3ccc4c(c3)OCO4)n2c1
→ ?, ·, 2%
- N=c1c(C(=O)NCc2ccc(F)cc2)cc2c(=O)n3ccccc3nc2n1Cc1ccco1
→ 16µM*, -5%, -1%
- O=c1c2cc3c(cc2n(Cc2cccc(Cl)c2)c(=O)n1Cc1nc(-c2ccccc2)no1)OCO3
→ 9%, 1%, -11%
- CC(=O)NC(=S)NNC(=O)C(c1ccccc1)c1ccccc1
→ 13µM*, -17%, 0%
- Cc1ccc(C)c(NCc2n[nH]c(=S)n2-c2ccccc2)c1
→ -47%, -1%, -12%
- CC1CCCN(S(=O)(=O)c2ccc(S(=O)(=O)N3CCC4(CC3)OCCO4)cc2)C1 (configuration not stated)
→ -4%, -2%, -2%
- O=C(Nc1ccn(-c2ccccc2)n1)c1ccc(Cl)cc1
→ -17%, -5%, -13%
- COc1ccc(NC(=O)c2oc3ccccc3c2CSC)cn1
→ -23%, -11%, -15%
- COc1ccc(CCNC(=O)C(=O)NCC2OCCN2S(=O)(=O)c2cccs2)cc1OC (configuration not stated)
→ -2%, ·, 8%
- Fc1ccccc1-c1ccc(-c2nc3ccc(Cl)cn3c2Nc2ccc(Cl)cc2)o1
→ 4.5µM*, ·, 1%
- COc1ccc(C(C)(C)NC(=O)C2CCC(=O)N(C3CC3)C2)cc1OC (configuration not stated)
→ -1%, 2%, 0%
- COc1ccc(S(=O)(=O)Nc2ccccc2C)cc1C(=O)N1CCOCC1
→ 12%, 11%, 14%
- O=C(Cc1ccc(Br)cc1)N1CCCCCC1
→ -19%, 1%, -4%
- Cc1cc(S(=O)(=O)NCc2cccs2)ccc1-n1cnnn1
→ -5%, 0%, 0%
- CCc1nn(C(C)C(=O)NC(C)CCc2ccco2)c(=O)c2cc3occc3n12 (configuration not stated)
→ ?, -2%, 0%
- COc1ccc(OC)c(CCNC(=O)CCCn2c(=O)c3cccn3c3cccnc32)c1
→ ?, 3%, -4%
- CCOC(=O)C1CCN(Cc2nc3ccccc3c(=O)n2-c2ccc(OCC)cc2)CC1
→ ?, -2%, -3%
- Cc1cccc(Nc2nc(-c3ccccc3)cs2)n1
→ ?, -8%, -2%

High-throughput results as filed in PubChem BioAssay.

Only part of the results is shown; count on the stated rates, not on these rows.
